Compound activity: PubChem, National Center for Advancing Translational Sciences (NCATS)
Sm TGR inh – inhibitors of Schistosoma mansoni thioredoxin glutathione reductase. purified TGR, DTNB reduction, TNB absorbance 405 nm. AID 485364. Q962Y6. Potency, µM (top dose mostly 114 µM), for inactives: at the top dose activity change, negative = inhibition, actives largely listed as inhibitors. 3% of 360,000 active; further: potency means the concentration at half of the fitted maximal effect; nearly all actives have a fitted effect of over 60% in size
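TGR 20 nM + NADPH 100 uM (dispensed conc.), cpd preinc 15 min RT; start with NADPH (500 uM addition) then DTNB (15 mM addition). Kinetic TNB absorbance, 405 nm filter. Four-parameter Hill fit across titration.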
Giardia FBPA inh – blocks Giardia fructose-bisphosphate aldolase activity; A8B2U2; purified Giardia FBPA; Potency, µM (series often up to 59.6 µM), for inactives: top-dose activity, negative = inhibition, actives largely listed as inhibitors; 0.71% of 290,000 active; further: potency means the concentration at half of the fitted maximal effect; nearly all actives have a fitted effect of over 55% in size
Target sequence (A8B2U2 whole entry, looked up): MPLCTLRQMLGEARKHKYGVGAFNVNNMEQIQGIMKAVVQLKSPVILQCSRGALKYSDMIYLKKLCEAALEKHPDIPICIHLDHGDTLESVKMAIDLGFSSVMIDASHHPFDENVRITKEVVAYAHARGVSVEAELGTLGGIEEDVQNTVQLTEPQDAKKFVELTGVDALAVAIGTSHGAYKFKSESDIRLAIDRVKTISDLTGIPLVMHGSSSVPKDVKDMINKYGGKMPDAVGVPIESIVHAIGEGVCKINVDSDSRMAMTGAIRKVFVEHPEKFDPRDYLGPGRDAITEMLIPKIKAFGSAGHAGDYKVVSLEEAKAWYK
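Giardia FBPA (40 nM reagent) was preincubated 10 min at RT with compound (up to 57.5 uM final), then substrate plus GAPDH/TPI/NAD/arsenate coupling system with diaphorase/resazurin was added; resorufin fluorescence (525/598 nm) was read after 20 min.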
HCMV antiviral – inhibitors of human cytomegalovirus. HFF cells, HCMV-luciferase reporter, 72 h; stronger effect = lower value. 4.5% of 410,000 active. AID 1259415. activity change, negative = inhibition, % at 57.5 µM; in the data active means activity change below about -60%; inconclusive means no clear call, values can overlap the other calls; inactive means above about -39%
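After 16 h attachment at 37C, HFF cells received test compound and HCMV-luciferase (1 PFU/cell); reporter luminescence read 72 h later, data normalized against buffer-only and known inhibitor Salinomycin.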
AMA1-RON2 inh – disrupts binding of P. falciparum AMA1 to RON2; Potency, µM (titrated, usually from 58.2 µM), for inactives: at the highest dose activity change, negative = inhibition, actives largely listed as inhibitors; 0.2% of 360,000 active; AlphaScreen AMA1-biotinylated RON2 peptide binding;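 further: potency means the concentration at half of the fitted maximal effect; 0% = vehicle wells and -100% = peptide control; nearly all actives have a fitted effect of over 45% in size; some results filed as inactive show a strong effect at the top dose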
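AMA1 (3D7) with his tag at 25 nM final met compounds first, then biotinylated RON2 peptide at 25 nM; detection used donor plus acceptor beads, 10 µg/mL apiece, read by AlphaScreen after 30 min at room temperature.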
HCV inhibitor – inhibitors of hepatitis C virus infection; AID 651820; 3.4% of 340,000 active; Potency, µM (top dose mostly 41.8 µM), inactives show at the top dose activity change, negative = inhibition, usual class: inhibitors; Huh7.5.1 HCVcc-Cre infection, luciferase reporter, 44 h; further: potency means the concentration at half of the fitted maximal effect
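Luciferase read-out (15 sec integration) after a 15 min room-temperature substrate step quantifies HCVcc-Cre infection. Cells, 1,000 per well, had compound added 4 h post-plating, then virus at ~0.5 moi, and were cultured 44 h.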
AmpC detergent – AmpC beta-lactamase inhibition with detergent present; P00811; AmpC hydrolysis of nitrocefin, absorbance 480 nm, 0.01% Triton; Potency, µM (top dose mostly 114 µM), inactives show top-dose activity change, negative = inhibition, actives largely listed as inhibitors; 0.041% of 370,000 active; AID 485294;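 further: potency means the concentration at half of the fitted maximal effect; 0% = no-compound wells and -100% = no-enzyme wells; nearly all actives have a fitted effect of over 25% in size; some results filed as inactive show a strong effect at the top dose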
Target sequence (P00811 whole entry, looked up): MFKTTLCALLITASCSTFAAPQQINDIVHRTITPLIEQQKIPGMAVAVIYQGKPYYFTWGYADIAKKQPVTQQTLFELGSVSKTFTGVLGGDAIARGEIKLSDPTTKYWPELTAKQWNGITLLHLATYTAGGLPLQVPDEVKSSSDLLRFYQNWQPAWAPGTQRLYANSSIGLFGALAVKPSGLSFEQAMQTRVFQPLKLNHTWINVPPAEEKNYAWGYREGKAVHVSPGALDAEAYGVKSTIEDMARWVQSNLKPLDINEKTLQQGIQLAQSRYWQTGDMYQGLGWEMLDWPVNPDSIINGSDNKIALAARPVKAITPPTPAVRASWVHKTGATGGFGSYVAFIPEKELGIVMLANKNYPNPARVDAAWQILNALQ
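AmpC (5.3 nM in the dispensed reagent) in 20 mM phosphate pH 7.0 with 0.01% (detergent screen) or 0.0001% Triton X-100 was preincubated with compounds for 15 min at room temperature. Nitrocefin was then added from an 800 uM solution, and hydrolysis was followed at 480 nm.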
Numbers without * were called inactive; ? = inconclusive; · = not tested or not shown; [ ] = dose if it differs, or a comment. Unless noted, the call rests on the fitted dose curve; in most records, active means well fitted curve in the direction sought with a large enough effect; inconclusive means small, poorly fitted or top-dose-only effect, or another doubt; inactive means no such curve, though single readings can be large; an effect the other way counts as inactive or inconclusive. Unless noted, on the % scale 0 is the no-effect control and ±100 the full control effect.

SMILES	Sm TGR inh	Giardia FBPA inh	HCMV antiviral	AMA1-RON2 inh	HCV inhibitor	AmpC detergent
Cc1noc(C)c1C(=O)OCC(=O)NCCc1ccc(S(N)(=O)=O)cc1	·	·	12	9%	19%	·
Cc1ccc(CNC(=O)CCS(=O)(=O)c2ccc3c(c2)oc(=O)n3C)cc1	-19%	·	-21	0%	20%	4%
C=CCN1C(=O)CSc2ccc(C(=O)NCCC3=CCCCC3)cc21	0%	-1%	-29	7%	?	-15%
NC(=O)c1ncn([C@@H]2O[C@H](CNC(=O)[C@@H](N)Cc3cccnc3)[C@@H](O)[C@H]2O)n1	·	·	-23	5%	12%	·
COC(=O)CSC1=C(C#N)C(c2ccc(C(C)C)cc2)CC(=O)N1 (configuration not stated)	1%	-2%	?	-8%	?	-11%
CC(=O)Nc1ccc(N2C(=O)c3ccc(S(=O)(=O)c4ccc(C(=O)O)cc4)cc3C2=O)cc1	-4%	·	-21	-18%	13%	-2%
COc1cccc(C(=O)c2c[nH]c(C(=O)NCc3ccco3)c2)c1	-1%	-2%	87	2%	-13%	-13%
Cc1ccc(CNC(=O)C(=O)Nc2c3c(nn2-c2ccc(F)cc2)CSC3)cc1	-2%	·	-13	·	·	3%
CCc1ccc(NC(=O)c2sc3ncnc(N(C)C4CCCCC4)c3c2C)cc1	0%	·	-2	·	·	-3%
Cc1c(NC(=O)C2(c3ccccc3)CCCC2)c(=O)n(-c2ccccc2)n1C	2%	3%	-20	10%	21%	3%
COc1ccc(C(c2nnnn2C2CCCC2)N2CCC(C)CC2)cc1 (configuration not stated)	9%	-9%	-35	-9%	?	3%
Cc1ccc(N2C(=O)C(CN3CCCC3)C2c2ccccc2)cc1 (configuration not stated)	·	-2%	-29	5%	-25%	-3%
CCc1cc(=O)[nH]c(SCC(=O)NCC2CCCO2)n1 (configuration not stated)	10%	·	?	0%	1%	-20%
COc1ccc(-n2c(COc3cccc4ccccc34)nnc2SC(C)C(=O)O)cc1 (configuration not stated)	0%	2%	-31	5%	14%	1%
O=C(CCCn1c(=O)c2ccccc2n(CC(=O)Nc2ccc(F)cc2F)c1=O)NCc1ccccc1Cl	-1%	·	6	·	·	-7%
Cn1c(NN)nc2c1c(=O)n(Cc1ccccc1)c(=O)n2C	-3%	-1%	-38	80%[activator]	3%	-4%
Cc1ccc(N=Cc2sccc2C)cc1C	6%	0%	10	14%	24%	0%
CCCCn1c(SCC(=O)N2CCOCC2)nc2ccccc2c1=O	12%	-1%	-14	-4%	-20%	?
C#CCn1c(=O)cc(C)c2ccccc21	·	-1%	7	6%	-4%	-3%
CCc1ccc(NC2=NCC(c3ccccc3)S2)cc1 (configuration not stated)	-10%	-3%	9	-14%	?	-9%
COc1ccc(N2CCN(S(=O)(=O)CCNC(=O)c3c(F)cccc3Cl)CC2)cc1	2%	·	10	·	·	20%
S=C(Nc1ccc(Oc2ccccc2)cc1)N(CCCN1CCOCC1)Cc1ccccn1	14%	?	?	8%	-3%	-2%
Cc1ccc2nc(N3CCN(C=O)CC3)nc(-c3ccccc3)c2c1	6%	-4%	-28	39%[activator]	-16%	?
Cc1ccc(Oc2ncccc2COC(=O)Nc2ccccc2C)cc1	-7%	1%	-19	-2%	-23%	-10%
COc1cccc(SCc2noc(C(=O)NCCC(C)C)c2C(=O)NCCC(C)C)c1	·	·	-15	1%	-5%	·
Cc1ccc(CNC(=O)C(C(C)C)N2Cc3ccccc3C2=O)cc1 (configuration not stated)	1%	·	-38	·	·	19%
CCN(CC(=O)Nc1ccc(OC)c(Cl)c1)CC(=O)NC(C)C	-6%	-5%	37	-2%	2%	-6%
CC1=C(C(=O)Nc2ccccc2)C(c2ccncc2)n2nc(SCc3ccccc3Cl)nc2N1 (configuration not stated)	-11%	·	2	·	·	-5%
O=C(O)C1Cc2ccccc2CN1S(=O)(=O)/C=C/c1ccccc1 (configuration not stated)	?	-12%	-2	11%	15%	?
Cc1ccc(NC2=NCCCCC2)cc1	5%	7%	-22	-14%	11%	-13%
CONc1nc(NC(C)(C)C)nc(OCC#N)n1	0%	4%	-25	5%	38%[activator]	-13%
COc1ccc(C(=O)C(C)C(C)=O)c(OCc2ccccc2)c1OC (configuration not stated)	·	·	51	-10%	22%	·
COc1ccccc1NC(=O)/C=C\c1ccco1	2.5µM*	0%	39	-11%	-1%	-4%
CCOC(=O)c1cnc(SCc2ccc(C)cc2)nc1N	3%	-5%	99	29%	-13%	-6%
Cc1nnc(NC(=O)c2cc(S(=O)(=O)N(C)C)ccc2N2CCCC2)s1	0%	·	0	6%	20%	-7%
O=C(O)C/C=C(\NC(=O)OCc1ccccc1)C(=O)OCc1ccccc1	16µM*	8%	32	-2%	2%	?
CCOc1ccc(Nc2nc(-c3sc(N)nc3C)cs2)cc1	-8%	-25%	68	62%[activator]	?	-13%
Cc1cnc(C(=O)Nc2ccc3c(c2)CCC3)cn1	1%	-2%	122	6%	-7%	?
CN(c1ccc(C(=O)NCc2ccc3c(c2)OCO3)cc1)S(C)(=O)=O	-2%	-8%	54	-10%	6%	1%
COC(=O)c1cc(S(=O)(=O)NCc2ccccc2OC)cn1C	-6%	15%	-32	15%	?	4%

Some of these compounds in order of SMILES length, rising:
SMILES	Sm TGR inh	Giardia FBPA inh	HCMV antiviral	AMA1-RON2 inh	HCV inhibitor	AmpC detergent
Cc1ccc(NC2=NCCCCC2)cc1	5%	7%	-22	-14%	11%	-13%
CONc1nc(NC(C)(C)C)nc(OCC#N)n1	0%	4%	-25	5%	38%[activator]	-13%
Cc1cnc(C(=O)Nc2ccc3c(c2)CCC3)cn1	1%	-2%	122	6%	-7%	?
CCOc1ccc(Nc2nc(-c3sc(N)nc3C)cs2)cc1	-8%	-25%	68	62%[activator]	?	-13%
COC(=O)c1cc(S(=O)(=O)NCc2ccccc2OC)cn1C	-6%	15%	-32	15%	?	4%
CCN(CC(=O)Nc1ccc(OC)c(Cl)c1)CC(=O)NC(C)C	-6%	-5%	37	-2%	2%	-6%
COc1ccc(C(=O)C(C)C(C)=O)c(OCc2ccccc2)c1OC (configuration not stated)	·	·	51	-10%	22%	·
O=C(O)C1Cc2ccccc2CN1S(=O)(=O)/C=C/c1ccccc1 (configuration not stated)	?	-12%	-2	11%	15%	?
O=C(O)C/C=C(\NC(=O)OCc1ccccc1)C(=O)OCc1ccccc1	16µM*	8%	32	-2%	2%	?
CN(c1ccc(C(=O)NCc2ccc3c(c2)OCO3)cc1)S(C)(=O)=O	-2%	-8%	54	-10%	6%	1%
Cc1nnc(NC(=O)c2cc(S(=O)(=O)N(C)C)ccc2N2CCCC2)s1	0%	·	0	6%	20%	-7%
COc1cccc(SCc2noc(C(=O)NCCC(C)C)c2C(=O)NCCC(C)C)c1	·	·	-15	1%	-5%	·
CC1=C(C(=O)Nc2ccccc2)C(c2ccncc2)n2nc(SCc3ccccc3Cl)nc2N1 (configuration not stated)	-11%	·	2	·	·	-5%

Additional results follow:
SMILES	Sm TGR inh	Giardia FBPA inh	HCMV antiviral	AMA1-RON2 inh	HCV inhibitor	AmpC detergent
OC(c1ccc(F)cc1)(C1CCCCC1)C(CN1CCOCC1)c1ccccc1 (configuration not stated)	89µM*	-17%	?	-4%	?	?
O=C(COn1nnc2ccccc21)NCC1CCCCC1	3%	3%	0	21%	4%	?
Cc1ccc(Cl)cc1N(C)C(=O)c1cc2c(Cl)nc3ccccc3c2s1	19%	·	13	·	·	4%
Nc1ccccc1-c1nc2ccccc2[nH]c1=O	8%	14%	11	-7%	4%	-13%
Cc1ccc(NC(=O)Cn2c(O)c(N=NS(=O)(=O)c3ccc(C)cc3)c3ccccc32)cc1	-15%	?	36	-12%	5%	-2%
S=c1[nH]nc(CSc2nc3ccccc3s2)o1	-1%	21%	55	19%	10%	-7%
CSCCOC(=O)COc1ccc(/C=N/NC(=O)c2c(Cl)cnn2C)cc1	5%	4%	15	-3%	20%	-2%
COc1ccc(S(=O)(=O)NCC2CCCO2)cc1NC(=O)c1ccc(Cl)cc1 (configuration not stated)	-1%	·	-33	-6%	18%	-6%
O=C(CCS(=O)(=O)c1ccccc1)N(CCCN1CCOCC1)c1nc2ccccc2s1	2.5µM*	·	70	6%	?	-5%
C=CCOc1ccccc1C1NC(=O)NC(C)=C1C(=O)NCc1ccccc1 (configuration not stated)	0%	5%	7	0%	11%	-6%
COc1ccc(CC(=O)Nc2cccc(-c3cn4ccccc4n3)c2)cc1	-11%	-3%	17	-7%	?	?
COc1ccc(C2c3c(n[nH]c3C)CC(C)(O)C2C(C)=O)cc1OC (configuration not stated)	2%	-1%	-9	0%	15%	-1%
O=C(c1cc(-c2ccccc2)nn1-c1ccccc1)N1CCN(S(=O)(=O)c2cccc(F)c2)CC1	-3%	·	-28	0%	4%	?
Cc1ccsc1C(C(=O)NCc1ccccc1)N(C(=O)c1csnn1)c1ccccc1 (configuration not stated)	6%	7%	?	-12%	16%	4%
c1ccc(C(c2ccccc2)c2noc(CN3CCN(CC4CC4)CC3)n2)cc1	-11%	0%	12	-9%	-27%	1%
COC(=O)c1cc(NS(=O)(=O)c2ccc(F)cc2)ccc1N1CCOCC1	-3%	-6%	-5	1%	-6%	-15%
O=c1c2ccccc2nc(CN2CCCCCC2)n1-c1ccc(F)cc1	?	-1%	38	-5%	0%	?
COC(=O)C1=C(c2ccc(F)cc2OCc2ccccc2)C[C@@H]2CC[C@H]1N2C(=O)N1CCC(C)CC1	-2%	·	·	-2%	?	-7%
O=C(COC(=O)Cn1cnc2ccccc2c1=O)NCCC1=CCCCC1	-2%	1%	-1	-8%	18%	0%
N#Cc1ccc(OCc2nnc(-c3ccc([N+](=O)[O-])cc3)o2)cc1	-5%	-2%	-21	-5%	-21%	-3%
O=C(COc1ccccc1)N1CCCC1	3%	2%	35	1%	14%	-12%
N=C1/C(=C\c2ccc(-c3ccc(C(=O)O)cc3)o2)C(=O)N=C2SC=C(c3ccccc3)N12	-19%	?	5	6%	-7%	0%
O=C(Oc1ccc2c(c1)OCO2)c1ccncc1	-3%	-1%	33	1%	25%	-14%
Nc1nc(CN2CCN(C(=O)c3ccco3)CC2)nc(Nc2cccc(Cl)c2)n1	·	-2%	1	4%	-28%	1%
COc1ccc(C2NC(=S)NC(C)=C2C(=O)Nc2ccccn2)cc1OC (configuration not stated)	-19%	-2%	-27	13%	6%	0%
